# E coli WT exp: growth inhibitors of E. coli BW25113 wild type; growth inhibition, % at 100 µM; 98,000 compounds, 0.15% hits; OD600 absorbance;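 active = growth inhibition above about 50% at one test dose, limit read from the data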;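 note: growth measured after 20 h incubation at 37 °C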
# PostGolgi ctrl: yeast control strain growth, post-Golgi counter-screen; efflux-deficient yeast background strain, growth absorbance A615, 16 h; inhibition, % at 10 µM; 98,000 compounds, 5% hits
# Pyk2 oligo antag: blocks oligomerization of human Pyk2 in cells | z-score (the deposit names both 25 µM and 10 µM) | Q14289 | 99,000 compounds, 0.83% hits | Q293 cells, Pyk2 FERM NanoBiT luminescence; hits give low values | AID 1347419;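 active = Z-score of -3 or lower, scaled per plate to the spread of control and sample wells; inactive = z-score above -3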;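 note: negative z-score means lost luminescence so less FERM oligomerization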
# LYP act: activators of human LYP (PTPN22) phosphatase; activation, % at 2 µM; AID 697; Q9Y2R2; 96,000 compounds, 0.11% hits; recombinant LYP, DiFMUP fluorescence; 0 = plate median, 100 = signal doubled;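 active = activation at 2 µM above a set limit, the mean plus 5 SD, cut at about 37% in these data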
# Target sequence (Q9Y2R2 whole entry, looked up): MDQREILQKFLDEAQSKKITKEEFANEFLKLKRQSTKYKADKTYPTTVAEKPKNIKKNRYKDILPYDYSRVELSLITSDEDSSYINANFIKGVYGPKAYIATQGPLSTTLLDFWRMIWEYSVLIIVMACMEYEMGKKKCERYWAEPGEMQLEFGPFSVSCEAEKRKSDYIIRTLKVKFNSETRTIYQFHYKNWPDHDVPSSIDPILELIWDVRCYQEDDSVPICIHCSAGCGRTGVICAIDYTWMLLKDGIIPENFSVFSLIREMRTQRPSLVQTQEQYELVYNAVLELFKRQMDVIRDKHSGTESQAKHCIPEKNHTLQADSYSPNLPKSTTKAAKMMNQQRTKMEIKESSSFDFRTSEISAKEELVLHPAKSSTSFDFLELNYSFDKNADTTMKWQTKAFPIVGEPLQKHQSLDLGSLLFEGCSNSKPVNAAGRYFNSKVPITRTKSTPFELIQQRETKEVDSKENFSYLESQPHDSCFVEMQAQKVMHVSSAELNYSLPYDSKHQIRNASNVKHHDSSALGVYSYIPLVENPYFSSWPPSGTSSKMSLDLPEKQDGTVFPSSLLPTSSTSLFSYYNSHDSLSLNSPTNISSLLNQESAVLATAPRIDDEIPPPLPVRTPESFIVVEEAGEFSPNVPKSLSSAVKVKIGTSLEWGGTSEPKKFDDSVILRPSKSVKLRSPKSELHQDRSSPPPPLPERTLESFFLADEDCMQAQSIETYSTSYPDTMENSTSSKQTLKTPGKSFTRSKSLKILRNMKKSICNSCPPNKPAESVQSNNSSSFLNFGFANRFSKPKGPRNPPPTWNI
# hDAT+cocaine: changed human dopamine transporter uptake under cocaine IC80; LLC-PK1 hDAT cells, [14C]-dopamine uptake with cocaine IC80; actives deviate in either direction; B-score at 10 µM; AID 449768; 110,000 compounds, 1.3% hits;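 active = Z score or B-score, a plate-position-corrected score, falls beyond the plate's 99.7% confidence bounds, in either direction; inactive = both scores lie inside the 99.7% bounds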;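 note: scored against the spread of the other compound wells on the same plate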
# LYP inh 2: LYP (human) phosphatase inhibition | recombinant LYP catalytic domain, DiFMUP fluorescence | inhibition, % at 2 µM | 96,000 compounds, 0.21% hits;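 active = inhibition at 2 µM at or above a set limit, the screen mean plus 3 SD, cut at about 24% in these data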;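 note: 0% = DMSO with enzyme and 100% = enzyme fully blocked by orthovanadate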
# CYP2C9 inh: blocks human cytochrome P450 2C9; inhibition, % at 5 µM; AID 777; 96,000 compounds, 20% hits; CYP2C9 Supersomes, luciferin-H conversion, luminescence; P11712;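 active = blocking of liver enzyme CYP2C9 beyond about 50% at 5 µM, limit read from the data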; note: values of inactives mirror those of a sister screen read the other way
# CYP2C9 act: increases human cytochrome P450 2C9 activity; P11712; recombinant CYP2C9, luciferin-H conversion, luminescence; hits give high values; factor 1 = untreated enzyme, 0 = blocked; activation factor at 5 µM; 96,000 compounds, 1.4% hits;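 active = activation factor of 2 or more for CYP2C9 at a 5 µM dose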;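 note: 0 = sulfaphenazole-blocked wells and 1 = vehicle-only wells; values of inactives mirror those of a sister screen read the other way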
# PostGolgi yeast: growth inhibition of a yeast mutant, post-Golgi transport screen; post-Golgi transport phenotypic cell assay; inhibition, % at 10 µM; 98,000 compounds, 0.9% hits;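 note: yeast cells grown in 1536-well plates; yeast grown about 18 h at 30C before absorbance read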
# An asterisk follows results filed as active; nt = no result given. Cut-off read from the data, not from the text of the source, unless noted: active = inhibition above about 30%; inactive = the rest.
(1) Cc1ccc(NC(=O)c2ccc(NS(=O)(=O)c3c(C)noc3C)cc2)cc1C
(2) O=C(Cc1cccc2ccccc12)N/N=C/c1ccc(F)cc1
(3) CCS(=O)(=O)NCCc1csc(C)n1
(4) c1ccc2c(c1)CCCn1nnnc1-2
(5) O=C(Nc1ccccc1)C1Cc2ccccc2CN1C(=O)c1ccco1 (centres undefined)
(6) COc1cccc(-c2nn(-c3ccccc3)cc2C(=O)O)c1
(7) COc1cc(OC)c(C2C(C(=O)Nc3ccc(C)cc3C)=C(C)Nc3ncnn32)cc1OC (centres undefined)
(8) O=C1CCCCCN1Sc1ccccc1

entry no.,1,2,3,4,5,6,7,8
E coli WT exp,7,-1,3,0,3,-16,-5,1
PostGolgi ctrl,1,-7,1,1,0,14,29,-11
Pyk2 oligo antag,-0.01,-0.14,-0.03,1.6,1.2,-0.39,0.7,0.37
LYP act,2,-8,-7,-1,7,-2,-3,-2
hDAT+cocaine,-0.6,-0.11,-0.73,0.84,0.012,1.8,-0.52,-0.13
LYP inh 2,-8,10,5,0,-11,-2,1,-1
CYP2C9 inh,79*,14,-4,-4,9,15,-22,-8
CYP2C9 act,0.2,0.9,1,1,0.9,0.8,1.2,1.1
PostGolgi yeast,2,-9,5,9,-4,12,5,-1

(9) CSCCC(Nc1nc2ccccc2s1)C(=O)O (centres undefined)
(10) Cc1ccccc1-n1c(C)cc(/C=N/Nc2ccc([N+](=O)[O-])cn2)c1C
(11) CC(C)NC(=O)c1ccccc1NC(=O)CCS(=O)(=O)Cc1ccccc1
(12) Cc1cccc(-c2nnc(-c3cccc(NC(=O)Cc4cccs4)c3)o2)c1
(13) O=C(CN1CCCCC1)Nc1ccc(S(=O)(=O)N2CCOCC2)cc1
(14) N#C/C(=C/c1ccc(N2CCOCC2)o1)c1ccc(Cl)cc1
(15) O=c1oc2ccccc2n1CCc1ccccc1
(16) c1cnn(-c2nc(N3CCOCC3)nc(N3CCOCC3)n2)c1

entry no.,9,10,11,12,13,14,15,16
E coli WT exp,3,-5,4,1,-2,-3,6,-5
PostGolgi ctrl,3,19,0,26,-3,1,19,19
Pyk2 oligo antag,0.72,-0.97,1.7,-1.9,0.15,-0.47,-1.2,0.32
LYP act,nt,-10,-12,1,-3,-10,-3,6
hDAT+cocaine,-0.22,1.2,-0.57,-0.88,0.002,nt,1.2,-1.4
LYP inh 2,nt,10,10,4,2,13,9,-8
CYP2C9 inh,26,-16,76*,65*,-2,-14,2,53*
CYP2C9 act,0.7,1.2,0.2,0.4,1,1.1,1,0.5
PostGolgi yeast,-8,-1,-1,81*,6,19,7,4

(17) COc1ccc(-c2nc(CSCC(=O)NCc3ccc4c(c3)OCO4)c(C)o2)cc1
(18) O=C1CN(C(=O)COC(=O)C2=COCCO2)c2ccccc2N1
(19) Cc1cccc(Oc2ccccc2NC(=O)c2cnccn2)c1
(20) COC(=O)c1sc(NC(=O)CSc2nnnn2-c2cccc(OC)c2)nc1C
(21) COc1cc(/C=C/C(=O)c2c(O)ccc3c(C)cc(=O)oc23)ccc1O
(22) COc1ccccc1NC(=O)c1ccc(N)cc1
(23) Cn1c(C2CCCN2C(=O)OC(C)(C)C)n[nH]c1=S (centres undefined)
(24) Cc1cc(NC(=O)CSc2nnc(COc3ccccc3)o2)no1

entry no.,17,18,19,20,21,22,23,24
E coli WT exp,2,7,-6,nt,4,2,1,-7
PostGolgi ctrl,14,4,12,nt,27,0,4,-3
Pyk2 oligo antag,nt,-0.49,-0.7,-0.27,-3*,-0.51,0.23,0.17
LYP act,0,-1,2,-9,12,2,-4,7
hDAT+cocaine,0.1,0.93,0.78,-0.08,-0.49,-0.52,-1.7,1.4
LYP inh 2,-1,2,1,7,-9,-4,3,-7
CYP2C9 inh,89*,-31,-10,nt,-1,-313,-1,5
CYP2C9 act,0.1,1.3,1.1,nt,1,4.1*,1,1
PostGolgi yeast,1,4,-4,nt,16,-3,11,11

(25) CC1=C(C(=O)Nc2ccc(C)cc2)C(c2ccc(C)o2)C2=C(CC(C)(C)CC2=O)N1 (centres undefined)
(26) O=C(N/N=C/c1ccc2cccc(OCc3ccccc3)c2n1)c1ccc(Br)cc1
(27) CCOc1ccccc1NC(=O)CSc1nccn1-c1ccccc1
(28) CCOC(=O)c1c2ccc(OCC(=O)N/N=C/c3ccc(Cl)cc3)cc2n2ccccc12
(29) O=C(NCCO)C(F)(F)C(F)(F)C(F)(F)OC(F)(C(=O)NCCO)C(F)(F)F (centres undefined)
(30) CCOC(=O)c1ccc2[nH]c(C)c(CCC(C)=O)c(=O)c2c1
(31) O=C(O)c1cc(-c2ccccc2)n(-c2ccccc2)n1
(32) CCCCCCS(=O)Cc1ccccc1 (centres undefined)

entry no.,25,26,27,28,29,30,31,32
E coli WT exp,2,-10,-3,-4,2,4,-3,-2
PostGolgi ctrl,-6,8,7,8,-3,-1,0,-3
Pyk2 oligo antag,0.65,-2.4,0.92,nt,0.75,0.94,0.47,1.9
LYP act,8,-11,nt,-5,0,2,10,nt
hDAT+cocaine,-0.21,nt,nt,nt,-1.2,-0.41,0.044,-0.72
LYP inh 2,-9,16,nt,7,0,-2,-10,nt
CYP2C9 inh,1,48,-145,39,38,0,4,-5
CYP2C9 act,1,0.5,2.4*,0.6,0.6,1,1,1.1
PostGolgi yeast,-3,-10,-5,8,-4,-5,-10,-10

(33) O=C(c1ccccc1)N(Cc1ccco1)C1CCS(=O)(=O)C1 (centres undefined)
(34) Cc1c(Br)cc(-c2nnco2)cc1Br
(35) CCOc1ccc(C(=O)N2CCN(c3ccccc3)CC2)cc1OCC
(36) Cc1cc(C)cc(-n2nnnc2SCC(=O)Nc2nc(-c3ccc(Cl)cc3)cs2)c1
(37) CCOc1ccc(C(c2c(O)nc(SC)n(C)c2=O)c2c(O)nc(SC)n(C)c2=O)cc1
(38) COC(=O)C1C(=O)C2=C(CC1C)NC(C)=C(C(=O)OCCOc1ccccc1)C2c1ccc(C)o1 (centres undefined)
(39) CC(=O)Nc1ccc(S(=O)(=O)Nc2nc(CN3CCOCC3)nc3sc4c(c23)CCCC4)cc1
(40) CCS(=O)(=O)N1Cc2ccccc2CC1C(=O)NC(C)C12CC3CC(CC(C3)C1)C2 (centres undefined)

entry no.,33,34,35,36,37,38,39,40
E coli WT exp,0,1,7,-5,-2,-32,-2,-5
PostGolgi ctrl,2,1,4,2,4,17,11,36*
Pyk2 oligo antag,0.98,0.16,0.98,0.56,0.75,-3.9*,0.47,-1.4
LYP act,-8,0,nt,-3,-2,-8,-4,2
hDAT+cocaine,-1.5,-0.1,2.2,-0.5,0.023,1.9,-0.93,-0.0061
LYP inh 2,5,-3,nt,6,7,11,5,-1
CYP2C9 inh,-9,-189,41,-59,-8,nt,53*,17
CYP2C9 act,1.1,2.9*,0.6,1.6,1.1,nt,0.5,0.8
PostGolgi yeast,-4,-4,-2,-2,8,7,-6,4

(41) Cc1cc(Nc2ccccc2C(=O)O)nc2nc3ccccc3c(=O)n12
(42) O=C(c1nc2ccccc2s1)N1CCSCC1
(43) O=C(Cn1c(=O)n(CCCC(=O)NC2CCCC2)c(=O)c2ccccc21)NCCC1=CCCCC1
(44) Cc1ccc(OC(=S)Nc2ccccc2)c(C)c1
(45) Cc1ccccc1CSCC(=O)c1c(N)n(CC(C)C)c(=O)n(C)c1=O
(46) Cc1ccc(-c2noc(C3CCN(S(=O)(=O)c4ccc5c(c4)OCCO5)CC3)n2)o1
(47) CCc1cccc(OCCOCCN2CCCC2)c1
(48) COc1ccc(C2C(C(C)=O)=C(C)N=c3s/c(=C\c4ccco4)c(=O)n32)c(OC)c1 (centres undefined)

entry no.,41,42,43,44,45,46,47,48
E coli WT exp,6,3,-11,nt,0,0,4,-17
PostGolgi ctrl,23,14,0,nt,14,23,4,23
Pyk2 oligo antag,-0.07,-0.11,0.18,0.59,-1.1,-1.5,0.21,-0.76
LYP act,-1,3,nt,-10,-1,-1,0,2
hDAT+cocaine,1.2,-1.9,-0.2,-0.29,-0.38,-0.24,0.017,0.55
LYP inh 2,-2,-4,nt,9,2,-1,2,-3
CYP2C9 inh,36,-23,68*,nt,14,-20,12,78*
CYP2C9 act,0.6,1.2,0.3,nt,0.9,1.2,0.9,0.2
PostGolgi yeast,0,-5,-6,nt,12,-2,6,-12

(49) CCOC(=O)N1CCC(n2c(=S)[nH]c3cc(OCC)c(OCC)cc3c2=O)CC1
(50) NC(=O)/C=C\C(=O)Nc1cccc(C(F)(F)F)c1
(51) O=C(NCc1ccco1)c1scc2c1OCCO2
(52) CCCCOC(=O)CN1C(=O)c2ccc(C(=O)OCCCC)cc2C1=O
(53) CCC(C)NC(=O)NC(=O)N(C1CCCCC1)S(C)(=O)=O (centres undefined)
(54) CCOC(=O)Cc1csc(NC(=O)c2cnc3scc(C)n3c2=O)n1
(55) CCSc1nc(-c2ccco2)ccc1C#N
(56) COc1ccc(C2CC(c3cccc(C)c3)n3nc(N)nc3N2)cc1 (centres undefined)

entry no.,49,50,51,52,53,54,55,56
E coli WT exp,-10,8,8,-1,-2,nt,3,0
PostGolgi ctrl,-8,1,1,7,9,nt,26,2
Pyk2 oligo antag,-0.36,0.6,1.6,0.44,0.37,0.61,0.59,nt
LYP act,nt,6,-1,-7,9,-11,-6,nt
hDAT+cocaine,0.69,0.029,-0.08,-0.9,-0.37,0.27,0.26,0.43
LYP inh 2,nt,-2,0,3,-5,14,5,nt
CYP2C9 inh,3,3,17,70*,11,nt,27,-1
CYP2C9 act,1,1,0.8,0.3,0.9,nt,0.7,1
PostGolgi yeast,-3,-3,2,6,3,nt,2,-22

# Whole records, quoted from the list. Order of values: E coli WT exp, PostGolgi ctrl, Pyk2 oligo antag, LYP act, hDAT+cocaine, LYP inh 2, CYP2C9 inh, CYP2C9 act, PostGolgi yeast
# Shown for Cc1ccc(NC(=O)c2ccc(NS(=O)(=O)c3c(C)noc3C)cc2)cc1C → 7, 1, -0.01, 2, -0.6, -8, 79*, 0.2, 2
# Shown for COC(=O)C1C(=O)C2=C(CC1C)NC(C)=C(C(=O)OCCOc1ccccc1)C2c1ccc(C)o1 (centres undefined) → -32, 17, -3.9*, -8, 1.9, 11, nt, nt, 7
# Shown for Cc1c(Br)cc(-c2nnco2)cc1Br → 1, 1, 0.16, 0, -0.1, -3, -189, 2.9*, -4
# Shown for Cn1c(C2CCCN2C(=O)OC(C)(C)C)n[nH]c1=S (centres undefined) → 1, 4, 0.23, -4, -1.7, 3, -1, 1, 11

# Later entries.
(57) CCN(CC)S(=O)(=O)c1ccc(-c2nnc3sc4cccc(C)c4n23)cc1
(58) Cn1c(=O)[nH]c(=O)c2c1nc(Sc1ncccn1)n2CCCc1ccccc1
(59) Cc1nc2c(C(=O)N3CCCCC3)cnn2c(C)c1Cc1ccccc1F
(60) CCc1ccccc1NC(=O)CSC1=C(C#N)C(c2ccc3c(c2)OCO3)C2=C(CCCC2=O)N1 (centres undefined)
(61) O=C(COc1cccc(Oc2ccccc2)c1)Nc1ccc(SC(F)F)cc1
(62) Cc1noc(C)c1C(=O)OC(C(=O)NC1CCCC1)c1ccc(F)cc1 (centres undefined)
(63) Cn1c(=O)c2c(nc(CN3CCc4ccccc4C3)n2Cc2ccc(Cl)cc2)n(C)c1=O
(64) O=C(O)c1[nH]c2ccccc2c1-c1ccccc1
(65) O=C(N1CCCCC1)N1CCN(C(=O)N(c2ccccc2)c2ccccc2)CC1
(66) CCN(CC)c1ccc(NC(=O)CN2CCN(CC(=O)Nc3ccc(F)cc3)CC2)cc1

entry no.,57,58,59,60,61,62,63,64,65,66
E coli WT exp,5,0,13,-21,-6,0,nt,15,-6,0
PostGolgi ctrl,26,-2,14,12,10,10,nt,0,6,1
Pyk2 oligo antag,nt,0.49,0.55,-0.08,-0.8,-0.41,0.8,0.44,-1,1.5
LYP act,4,-9,-3,9,7,-2,6,2,7,nt
hDAT+cocaine,0.37,-0.077,0.55,0.058,-0.064,0.15,-1.1,-0.66,1.1,-0.24
LYP inh 2,-8,6,1,-7,-8,0,-2,0,-11,nt
CYP2C9 inh,78*,29,10,80*,14,47,nt,-15,37,-16
CYP2C9 act,0.2,0.7,0.9,0.2,0.9,0.5,nt,1.2,0.6,1.2
PostGolgi yeast,0,-1,-3,3,13,4,nt,2,3,2
